Tb PGK inh: blocks T. brucei phosphoglycerate kinase | PGK/GAPDH coupled, Kinase-Glo luminescence, 60 min | Potency, µM (top dose mostly 57.5 µM), without a hit: at the top dose activity change, negative = inhibition, hits mostly inhibitors | actives 0.043% (n = 380,000) | AID 602233; further: nearly all actives have a fitted effect of over 60% in size
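Recombinant glycosomal PGK reaction used 1,3-bisphosphoglycerate generated in-well by GAPDH (100nM final) in 100mM TEA pH 7.6, 5mM MgCl2, 0.01% Tween-20. After 60 minutes at room temperature, ATP was read by Kinase-Glo Plus luminescence end-point.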
ALOX12 inh: ALOX12 (human) lipoxygenase inhibition | P18054 | purified 12hLO, xylenol orange hydroperoxide absorbance | Potency, µM (highest dose often 108 µM), inactives show at the highest dose activity change, negative = inhibition, actives largely listed as inhibitors | actives 1.1% (n = 580,000) | AID 1671190
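Purified human 12hLO at 150 nM in 25 mM Hepes, 0.01% Triton X-100, pH 7.0, preincubated 15 min at room temperature with compound. Reaction started with 40 uM arachidonic acid, 30 min at room temperature. Hydroperoxide measured by Fe-xylenol orange, 573/405 nm absorbance ratio.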
GLS inhibitor: blocks human kidney-isoform glutaminase activity | O94925 | GLS enzymatic activity, qHTS titration | Potency, µM (titrated, usually from 45.5 µM), for inactives: at the top dose activity change, negative = inhibition, usual class: inhibitors | actives 0.21% (n = 410,000) | AID 624170
Target sequence (O94925 whole entry, looked up, canonical isoform): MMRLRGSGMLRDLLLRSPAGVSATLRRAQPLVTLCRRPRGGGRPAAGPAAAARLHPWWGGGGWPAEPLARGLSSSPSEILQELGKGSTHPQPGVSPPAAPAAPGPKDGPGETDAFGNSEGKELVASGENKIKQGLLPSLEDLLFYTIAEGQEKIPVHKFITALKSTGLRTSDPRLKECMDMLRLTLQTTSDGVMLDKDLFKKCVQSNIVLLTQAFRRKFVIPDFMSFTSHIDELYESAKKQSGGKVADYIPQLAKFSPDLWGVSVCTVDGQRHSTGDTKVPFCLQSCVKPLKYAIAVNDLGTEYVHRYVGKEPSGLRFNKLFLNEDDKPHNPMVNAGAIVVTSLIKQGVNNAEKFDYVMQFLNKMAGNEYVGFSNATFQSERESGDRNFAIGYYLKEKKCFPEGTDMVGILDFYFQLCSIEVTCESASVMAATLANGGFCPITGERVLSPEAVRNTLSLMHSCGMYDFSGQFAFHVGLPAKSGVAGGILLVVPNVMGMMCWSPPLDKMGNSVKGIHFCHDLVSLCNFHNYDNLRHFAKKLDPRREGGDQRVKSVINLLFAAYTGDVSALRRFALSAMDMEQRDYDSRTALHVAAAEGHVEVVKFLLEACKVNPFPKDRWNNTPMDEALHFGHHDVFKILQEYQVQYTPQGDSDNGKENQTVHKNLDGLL
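Human kidney-isoform GLS in 45 mM KH2PO4 pH 8.2, 0.02% Tween-20, with compound, started with 1mM L-Glutamine (added stock). Glutamate oxidase/HRP/Amplex red coupled fluorescence read at start and after 30 min at RT.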
Numbers without * were called inactive; i = inactive; u = inconclusive. The call rests on the fitted dose curve; in most records, active means well fitted curve in the direction sought with a large enough effect; inconclusive means small, poorly fitted or top-dose-only effect, or another doubt; inactive means no such curve, though single readings can be large; an effect the other way counts as inactive or inconclusive. On the % scale 0 is the no-effect control and ±100 the full control effect; potency means the concentration at half of the fitted maximal effect. A portion of the library; count on the stated rates, not on these rows.

1) S=C(NCCc1ccccc1)N1Cc2ccccc2-n2nncc2C1
  Tb PGK inh = 0%; ALOX12 inh = -3%; GLS inhibitor = 0%

2) C[C@@H]1CN([C@@H](C)CO)C(=O)CCCn2nncc2CO[C@H]1CN(C)C(=O)Oc1cccc2ccccc12
  Tb PGK inh = -5%; ALOX12 inh = -23%; GLS inhibitor = 2%

3) CC(=O)NCC1=C(c2ccc3ccccc3c2)C[C@@H]2CC[C@H]1N2Cc1ccco1
  Tb PGK inh = i; ALOX12 inh = 28µM*; GLS inhibitor = -4%

4) C[C@H](CO)N1C[C@H](C)[C@@H](CN(C)C(=O)Oc2ccccc2)OCc2cnnn2CCCC1=O
  Tb PGK inh = 4%; ALOX12 inh = -2%; GLS inhibitor = 2%

5) O=C(NCC1=C(c2ccc3ccccc3c2)C[C@@H]2CC[C@H]1N2Cc1ccco1)c1ccc([N+](=O)[O-])cc1
  Tb PGK inh = -1%; ALOX12 inh = u; GLS inhibitor = 3%

6) COC(=O)C1=C(c2cccc(OCc3ccccc3)c2)C[C@@H]2CC[C@H]1N2C
  Tb PGK inh = 2%; ALOX12 inh = -1%; GLS inhibitor = 2%

7) COc1ccc(OC(=O)N(C)C[C@H]2OCc3cnnn3CCCC(=O)N([C@H](C)CO)C[C@@H]2C)cc1
  Tb PGK inh = -5%; ALOX12 inh = -8%; GLS inhibitor = -1%

8) Cc1ccc(-[n+]2c(Cc3nn(-c4ccccc4)c(C)[n+]3-c3ccc(C)cc3)nn(-c3ccccc3)c2C)cc1
  Tb PGK inh = i; ALOX12 inh = 1%; GLS inhibitor = -4%

9) Cc1ccc(OC(=O)N(C)C[C@H]2OCc3cnnn3CCCC(=O)N([C@@H](C)CO)C[C@H]2C)cc1
  Tb PGK inh = -3%; ALOX12 inh = -10%; GLS inhibitor = 3%

10) C[C@@H]1CN([C@H](C)CO)C(=O)CCCn2nncc2CO[C@H]1CN(C)C(=O)Nc1ccc(N2CCCCC2)cc1
  Tb PGK inh = 4%; ALOX12 inh = u; GLS inhibitor = 28%

11) CC(=O)CC(c1ccc2c(c1)OCO2)c1c(O)c2ccccc2oc1=O (stereo not drawn)
  Tb PGK inh = 4%; ALOX12 inh = -18%; GLS inhibitor = 3%

Part of the list above, bar-delimited:
cpd | SMILES | Tb PGK inh | ALOX12 inh | GLS inhibitor
5 | O=C(NCC1=C(c2ccc3ccccc3c2)C[C@@H]2CC[C@H]1N2Cc1ccco1)c1ccc([N+](=O)[O-])cc1 | -1% | u | 3%
7 | COc1ccc(OC(=O)N(C)C[C@H]2OCc3cnnn3CCCC(=O)N([C@H](C)CO)C[C@@H]2C)cc1 | -5% | -8% | -1%
1 | S=C(NCCc1ccccc1)N1Cc2ccccc2-n2nncc2C1 | 0% | -3% | 0%

Down the list, from the results shown.
GLS inhibitor for entries 1 to 10, in order: 0%, 2%, -4%, 2%, 3%, 2%, -1%, -4%, 3%, 28%

Fetched by structure from above (two):
1) S=C(NCCc1ccccc1)N1Cc2ccccc2-n2nncc2C1
  Tb PGK inh = 0%; ALOX12 inh = -3%; GLS inhibitor = 0%

6) COC(=O)C1=C(c2cccc(OCc3ccccc3)c2)C[C@@H]2CC[C@H]1N2C
  Tb PGK inh = 2%; ALOX12 inh = -1%; GLS inhibitor = 2%

Assay outcomes from PubChem.
